Screening data as filed in PubChem BioAssay.
SENP7 block = blocks the human protease SENP7 | Q9BQF6 | recombinant SENP7, Z-RLRGG-aminoluciferin luminescence, 40 min | inhibition, % at 5 µM | actives 1.5% (n = 330,000) | AID 434973;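 active = inhibition above about 50% at the single test dose, limit read from the data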;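 note: plate controls were DMSO with enzyme for no effect and no enzyme buffer wells for full effect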
SENP6 block = inhibitors of human SENP6 protease; Recombinant SENP6 catalytic domain, aminoluciferin luminescence; AID 2599; actives 1.8% (n = 330,000); Q9GZR1; inhibition, % at 10 µM;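 active = inhibition above about 50% at the single tested dose, limit read from the data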;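 note: plate controls were DMSO wells with enzyme for no effect and DMSO wells lacking enzyme for full effect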
SENP1 FRET inh = blocks the human SENP1 SUMO protease catalytic domain | inhibition, % at 10 µM | Q9P0U3 | recombinant SENP1 catalytic domain, CyPet-SUMO1-YPet FRET cleavage | AID 624204 | actives 0.21% (n = 360,000);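 active = inhibition at least 30% at 10 µM, raw YFP signal under a set limit, fluorescence ratio 0.5 to 1.5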;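 note: 0% = enzyme with DMSO and 100% = no enzyme wells; some results filed as inactive read as strong as hits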
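Test system: human SENP1 catalytic domain; medium: Tris pH 8 buffer plus EDTA, NaCl, BME, BSA, NP40, catalase; incubation: 50 min reaction at room temperature; technique: FRET, CFP and YFP emission; controls: no-enzyme low control and enzyme-plus-DMSO high control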
Apaf1 inhib = inhibitors of human Apaf-1 apoptosome; inhibition, % at 20 µM; reconstituted apoptosome caspase-3 activity, DEVD-Rh110 fluorescence; actives 0.71% (n = 330,000); AID 489030; active = inhibition of at least 40% at 20 µM;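 note: plate controls were DMSO wells for no effect and DEVD-CHO caspase inhibitor wells for full effect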
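Medium: Hepes buffer, pH 7.5 / System: biochemical Apaf-1 apoptosome reconstitution / Measured by: Rh110 fluorescence, excitation 480 nm, emission 540 nm / Times: compound with Apaf-1, dATP, procaspase-3 30 min, then 50 min reaction, room temperature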
HKDC1 inhibitor = inhibitors of human hexokinase HKDC1; recombinant HKDC1, G6PDH/diaphorase resazurin coupled fluorescence; inhibition, % at 20 µM; Q2TB90; actives 0.16% (n = 340,000);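 active = inhibition above about 35% when tested at 20 µM, limit read from the data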;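 note: plate controls were DMSO wells with enzyme for no effect and DMSO wells lacking enzyme for full effect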
Target sequence (Q2TB90 whole entry, looked up): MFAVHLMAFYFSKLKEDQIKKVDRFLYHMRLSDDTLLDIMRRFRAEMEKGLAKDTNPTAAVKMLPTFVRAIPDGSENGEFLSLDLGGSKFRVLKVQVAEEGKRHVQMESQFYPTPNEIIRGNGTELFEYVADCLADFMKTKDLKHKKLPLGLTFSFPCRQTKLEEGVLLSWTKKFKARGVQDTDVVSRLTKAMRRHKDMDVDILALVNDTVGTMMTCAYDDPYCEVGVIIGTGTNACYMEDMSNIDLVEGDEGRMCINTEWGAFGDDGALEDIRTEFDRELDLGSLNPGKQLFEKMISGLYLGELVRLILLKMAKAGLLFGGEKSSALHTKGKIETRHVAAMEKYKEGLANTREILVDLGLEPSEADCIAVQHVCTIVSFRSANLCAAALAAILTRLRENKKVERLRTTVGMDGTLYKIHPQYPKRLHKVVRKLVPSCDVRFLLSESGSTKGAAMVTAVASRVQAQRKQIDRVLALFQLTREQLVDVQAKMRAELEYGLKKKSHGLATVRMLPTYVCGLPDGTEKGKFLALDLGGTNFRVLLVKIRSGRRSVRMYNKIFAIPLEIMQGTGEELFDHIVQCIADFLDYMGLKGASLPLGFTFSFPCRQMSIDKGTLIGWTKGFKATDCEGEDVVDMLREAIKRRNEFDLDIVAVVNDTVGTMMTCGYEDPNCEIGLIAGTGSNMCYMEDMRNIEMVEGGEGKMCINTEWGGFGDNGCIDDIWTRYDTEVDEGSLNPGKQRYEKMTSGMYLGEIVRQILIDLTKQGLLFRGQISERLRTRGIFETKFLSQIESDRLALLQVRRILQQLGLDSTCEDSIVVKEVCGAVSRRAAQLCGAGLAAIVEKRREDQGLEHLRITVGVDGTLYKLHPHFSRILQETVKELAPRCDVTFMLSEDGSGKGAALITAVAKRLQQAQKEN
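Material – in-house recombinant HK5 (HKDC1) enzyme · Quantity – HKDC1 at 5 µg/mL · Buffer or medium – pH 8.0 Tris buffer with 10 mM MgCl2 · Reagent – glucose with 1 mM ATP · Dosing – single 20 µM dose · Times – reaction time 90 min, room temperature, protected from light · Technique – resorufin fluorescence at 613 nm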
PfG6PD inh = PfG6PD (Plasmodium falciparum) enzyme inhibition; PfGluPho enzyme, NADPH resazurin-diaphorase fluorescence; inhibition, % at 20 µM; actives 0.78% (n = 350,000);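 active = inhibition reaching at least a set limit at 20 µM in the primary screen, cut at about 59% in these data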;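 note: 0% = DMSO wells with substrate and 100% = DMSO wells lacking glucose-6-phosphate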
SENP8 block-1 = blocks human SENP8 cleavage of Nedd8 substrate. actives 0.64% (n = 360,000). inhibition, % at 20 µM. AID 602440. recombinant SENP8, Nedd8 substrate fluorescence; in the data active = inhibition mostly above about 40%, no sharp cut-off; inactive = mostly below about 27%
Target sequence (Q96LD8 whole entry, looked up): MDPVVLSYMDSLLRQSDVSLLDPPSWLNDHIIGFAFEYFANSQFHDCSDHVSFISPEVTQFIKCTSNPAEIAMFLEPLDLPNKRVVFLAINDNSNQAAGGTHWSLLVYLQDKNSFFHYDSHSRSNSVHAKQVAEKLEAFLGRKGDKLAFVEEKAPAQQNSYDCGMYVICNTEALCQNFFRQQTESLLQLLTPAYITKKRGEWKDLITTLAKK
NLRP3 yeast inh = NALP3 inhibition in yeast; Yeast reconstituted NLRP3/ASC/caspase-1, beta-gal luminescence, 24 h; inhibition, % at 10 µM; actives 0.39% (n = 330,000); AID 2825;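 active = inhibition of 50% or more; inactive = inhibition below 50%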;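 note: plate controls were induced DMSO wells for no effect and uninduced yeast grown without galactose for full effect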
SENP8 block-2 = blocks the human protease SENP8; purified SENP8, Z-RLRGG-aminoluciferin cleavage, luminescence; inhibition, % at 10 µM; actives 1.2% (n = 330,000); AID 2540; in the data active = inhibition above about 50%
Active calls of the source: *; x = not tested or not shown.

SMILES	SENP7 block	SENP6 block	SENP1 FRET inh	Apaf1 inhib	HKDC1 inhibitor	PfG6PD inh	SENP8 block-1	NLRP3 yeast inh	SENP8 block-2
CC(C)(C)c1ccccc1OCC(=O)NCCC(=O)O	-1.9	-1.7	0.5	-7.4	2.6	-13.0	1.8	4.3	5.2
Cc1ccccc1NC(=O)OCc1cn(-c2ccc(Cl)cc2)nn1	8.4	-2.1	1.1	-9.5	-3.2	-2.0	5.9	0.3	1.3
Cc1cccc(C(=O)NC(C)C(c2cccs2)N2CCOCC2)c1 (stereo not drawn)	-1.9	4.5	-1.4	-25.7	-5.7	17.7	14.0	-6.9	1.2
CC(C)c1ccc(NC(=O)CN2C(=O)NC3(CCCC3)C2=O)cc1	-4.7	-5.0	1.9	3.7	-8.7	8.4	0.2	14.7	1.3
Nc1ncc(-n2cncn2)c(-c2ccccc2)n1	1.5	5.8	-0.2	0.2	-9.5	-6.2	-6.0	-5.3	2.6
CCc1ccccc1NC(=O)COC(=O)C1CC(=O)N(c2ccc(F)cc2)C1 (stereo not drawn)	-5.4	-7.6	0.9	12.3	3.5	2.4	31.8	14.3	-8.1
O=S(=O)(Nc1ccc(C(F)(F)F)cn1)c1ccccc1	0.1	-21.5	3.1	-9.6	-0.6	1.9	39.6	-2.3	-3.7
CC(=O)c1cccc(S(=O)(=O)N(Cc2cc3cc4c(cc3[nH]c2=O)OCCO4)CC2CCCO2)c1 (stereo not drawn)	-0.3	-32.0	-0.5	5.7	-10.2	9.8	-161.1	-3.0	-8.5
Cc1cc(C(=O)N2CCN(c3ccc([N+](=O)[O-])cc3)CC2)n[nH]1	-3.3	9.2	1.5	1.9	-1.9	5.2	31.3	6.5	-1.9
O=C(CCNS(=O)(=O)c1ccccc1C(F)(F)F)N1CCN(C(c2ccccc2)c2ccccc2)CC1	10.5	-15.6	-1.7	19.4	2.8	5.7	13.7	2.3	-15.0
Cc1ccc(C(=O)OCC(=O)NCCc2ccccc2)cc1C	0.5	13.4	0.1	5.1	7.0	0.7	10.3	30.0	5.6
Cc1cc(C)n(C(=O)c2ccc([N+](=O)[O-])cc2N)n1	3.0	-3.1	15.8	3.7	-5.7	30.0	24.3	5.7	3.1
CC(=O)Nc1nc(-c2ccccc2)nc(C)c1C(C)=O	7.9	-14.4	-0.7	-4.2	-5.3	-2.6	2.5	1.8	2.8
O=C(Cn1[nH]c(=O)c2ccccc2c1=O)NCc1cccnc1	-3.7	-7.9	1.1	-2.7	-5.5	-12.2	19.7	2.4	-6.9
Cc1ccc(NS(=O)(=O)c2ccc3c(c2)n(C)c(=O)n3C)cc1C	3.2	5.3	-4.2	-1.2	4.4	-10.7	10.7	13.4	9.9
c1ccc(-n2nnc(-c3nccs3)n2)cc1	76.5*	81.8*	-19.4	-1.0	0.4	29.9	-2.2	13.4	77.3*
CCc1nnc(NS(=O)(=O)c2ccc(NC(=O)c3cccc(Br)c3)cc2)s1	4.6	-7.6	1.8	12.1	-2.2	-20.9	15.9	10.6	4.8
CCOC(=O)c1cc2n(c1C)-c1ccccc1C2=O	2.8	-2.5	4.1	-1.9	0.1	-4.3	18.5	6.3	-2.4
COc1ccccc1Nc1ccncc1[N+](=O)[O-]	6.5	9.5	-0.4	-10.2	-10.3	-10.1	13.7	23.3	4.5
Oc1ccc(Oc2ccc(Oc3ccc(O)cc3)cc2)cc1	-3.9	-11.0	1.6	-14.0	-5.1	-5.0	10.2	79.3*	-10.8
O=C(CCN1C(=O)c2ccccc2C1=O)Nc1cccc(O)c1	5.9	4.5	1.6	-0.4	-2.1	0.6	18.9	12.8	3.6
Cc1cc(C)cc(OCC(=O)Nc2ccc(N3CCOCC3)cc2N2CCOCC2)c1	-2.4	-12.8	3.0	21.9	-0.5	5.9	17.3	22.1	0.9
CN(C)c1ccnc(C(=O)O)c1	3.8	5.0	1.1	1.3	-9.2	14.9	11.1	18.9	2.6
Cn1nc(C(=O)OCC(=O)c2ccc(Br)cc2)c2ccccc2c1=O	4.2	2.1	1.2	8.4	-2.9	8.9	3.1	11.5	-2.5
CCNc1ccc(Br)cc(C(=O)/C=C/c2c(Cl)cccc2Cl)c1=O	4.7	6.1	-5.5	32.9	37.3*	28.6	11.9	15.9	-1.6
SMILES	SENP7 block	SENP6 block	SENP1 FRET inh	Apaf1 inhib	HKDC1 inhibitor	PfG6PD inh	SENP8 block-1	NLRP3 yeast inh	SENP8 block-2
O=C(c1ccccc1NS(=O)(=O)c1cccc([N+](=O)[O-])c1)N1CCOCC1	3.9	1.2	2.0	1.3	10.0	-3.5	11.7	-4.1	-3.4
CC12CCC(=O)C=C1CCC1C2CCC2(C)C(C(=O)CO)CC(O)C12 (stereo not drawn)	x	x	1.2	x	-4.3	-2.7	4.0	x	x
CCC1(CC)Cc2ccccc2C2=C(C(=O)N3CCCCC3)C(=O)C(=O)N21	1.6	6.8	-0.4	-12.5	6.7	-4.4	21.7	8.1	-3.2
CCOc1ccc(Nc2nc(Cl)nc(NCCO)n2)cc1	-9.5	-11.1	2.0	6.3	-10.5	-3.8	15.6	0.9	-6.1
Cn1c(=O)c2[nH]c(C3CCC3)nc2n(C)c1=O	x	x	1.6	x	-3.7	5.1	0.9	x	x
O=C(NCCCN1CCOCC1)c1ccc2c(c1)N(Cc1ccc(Cl)cc1)C(=O)c1ccccc1S2=O (stereo not drawn)	2.4	-1.6	1.7	14.2	2.9	-40.8	19.3	-4.1	5.9
CN(C)CCNC(=O)/C=C/c1cn(-c2ccccc2)nc1-c1cc2ccccc2oc1=O	-7.0	6.5	0.8	11.8	-5.2	0.5	-0.5	13.0	-7.4
COc1cccc(-c2nc(SCC(=O)Nc3nc(-c4ccccc4)c(C)s3)[nH]c(=O)c2C#N)c1	3.6	16.2	-0.7	18.1	6.5	-56.4	-13.0	7.6	17.1
CCN(CC)Cc1c(O)ccc2c(=O)c(-c3ccc4c(c3)OCCO4)coc12	-1.2	-8.0	-0.3	-0.8	-4.5	-16.1	-483.8	16.0	-1.6
O=C(COc1ccccc1)Nc1ncn[nH]1	-2.3	2.6	1.6	-10.6	-6.2	-1.6	4.0	-4.8	-8.2
CC(C)C(NC(=O)c1c(F)cccc1F)C(=O)NCCc1ccc(S(N)(=O)=O)cc1 (stereo not drawn)	2.1	-24.6	-7.8	1.0	-9.5	0.9	-6.6	8.9	3.8
O=C1c2ccccc2NC(c2ccccn2)N1c1ccccc1F (stereo not drawn)	2.8	-5.3	-12.4	-6.2	-2.1	0.0	-275.7	-3.7	4.4
O=C(NCc1ccccn1)c1cc(-c2ccc(Br)cc2)nc2ccccc12	-0.7	-2.8	1.7	9.1	-5.1	1.7	14.5	2.8	-5.3
CCCC(C)C(=O)Nc1ccc(F)c(Cl)c1 (stereo not drawn)	5.4	-0.5	3.9	4.9	0.9	6.1	10.7	-27.2	-0.1
CC(C)NC(=O)c1cc2c(C(F)(F)F)nn(C)c2s1	-9.5	-13.6	-0.9	-3.8	4.2	-16.9	16.1	4.9	-9.5
Nc1nc2n(n1)C(c1ccco1)CC(c1ccc(Cl)cc1)N2 (stereo not drawn)	-10.6	-3.9	2.0	-6.6	-2.1	16.6	-324.6	18.2	-14.8
COc1cccc(CNC(=O)CCC2CCCN(C(=O)c3ccc(OC)o3)C2)c1 (stereo not drawn)	2.5	26.3	-2.7	-24.8	-8.3	1.1	8.4	-7.7	-0.3
COc1cc(C(=O)NNC(=O)CNC(=O)c2ccc(Br)o2)cc(OC)c1OC	2.4	-7.2	-1.1	8.4	-5.5	-1.7	6.0	11.6	4.0
O=C(CN1CCC(O)(c2ccc(F)cc2)CC1)NCc1ccc(F)cc1	-4.0	-27.4	-0.4	-4.3	2.0	-10.5	12.7	4.7	-3.0
CCOC(=O)C1=C(C)N(Cc2ccc(C(=O)O)cc2)C(=O)NC1c1ccc([N+](=O)[O-])cc1 (stereo not drawn)	-1.4	-5.8	0.9	-9.1	-1.4	-2.0	14.5	15.5	1.0
O=[N+]([O-])c1cc(Cl)ccc1N1CCCC1	4.7	-0.9	-0.2	10.8	-13.8	-11.2	13.7	10.1	-0.6
CCC(=O)NC(=S)Nc1ccc(NC(=O)c2cc3ccccc3o2)c(OC)c1	-4.6	-23.2	-1.1	6.5	-2.9	-2.3	-130.8	7.0	-5.3
CCOc1ccc2nc(NC(=O)CN3CCN(CC)CC3)sc2c1	-3.8	-23.2	-0.3	2.0	-4.7	5.2	3.3	14.7	-10.4
Cc1ccccc1-c1n[nH]c(=S)n1/N=C/c1c(C)nn(-c2ccccc2)c1C	-3.5	-29.6	0.6	22.1	-8.7	31.6	12.6	34.5	-10.1

Ordered by count of non-hydrogen atoms (smallest number first): 10 of the compounds above.
SMILES	SENP7 block	SENP6 block	SENP1 FRET inh	Apaf1 inhib	HKDC1 inhibitor	PfG6PD inh	SENP8 block-1	NLRP3 yeast inh	SENP8 block-2
c1ccc(-n2nnc(-c3nccs3)n2)cc1	76.5*	81.8*	-19.4	-1.0	0.4	29.9	-2.2	13.4	77.3*
CC(C)(C)c1ccccc1OCC(=O)NCCC(=O)O	-1.9	-1.7	0.5	-7.4	2.6	-13.0	1.8	4.3	5.2
Oc1ccc(Oc2ccc(Oc3ccc(O)cc3)cc2)cc1	-3.9	-11.0	1.6	-14.0	-5.1	-5.0	10.2	79.3*	-10.8
Cc1cc(C(=O)N2CCN(c3ccc([N+](=O)[O-])cc3)CC2)n[nH]1	-3.3	9.2	1.5	1.9	-1.9	5.2	31.3	6.5	-1.9
Cc1cccc(C(=O)NC(C)C(c2cccs2)N2CCOCC2)c1 (stereo not drawn)	-1.9	4.5	-1.4	-25.7	-5.7	17.7	14.0	-6.9	1.2
O=C(CN1CCC(O)(c2ccc(F)cc2)CC1)NCc1ccc(F)cc1	-4.0	-27.4	-0.4	-4.3	2.0	-10.5	12.7	4.7	-3.0
CCc1nnc(NS(=O)(=O)c2ccc(NC(=O)c3cccc(Br)c3)cc2)s1	4.6	-7.6	1.8	12.1	-2.2	-20.9	15.9	10.6	4.8
Cc1ccccc1-c1n[nH]c(=S)n1/N=C/c1c(C)nn(-c2ccccc2)c1C	-3.5	-29.6	0.6	22.1	-8.7	31.6	12.6	34.5	-10.1
COc1cccc(CNC(=O)CCC2CCCN(C(=O)c3ccc(OC)o3)C2)c1 (stereo not drawn)	2.5	26.3	-2.7	-24.8	-8.3	1.1	8.4	-7.7	-0.3
CN(C)CCNC(=O)/C=C/c1cn(-c2ccccc2)nc1-c1cc2ccccc2oc1=O	-7.0	6.5	0.8	11.8	-5.2	0.5	-0.5	13.0	-7.4

Single records, from the list above. Order of values: SENP7 block | SENP6 block | SENP1 FRET inh | Apaf1 inhib | HKDC1 inhibitor | PfG6PD inh | SENP8 block-1 | NLRP3 yeast inh | SENP8 block-2
O=C1c2ccccc2NC(c2ccccn2)N1c1ccccc1F (stereo not drawn) reads 2.8 | -5.3 | -12.4 | -6.2 | -2.1 | 0.0 | -275.7 | -3.7 | 4.4
O=C(NCc1ccccn1)c1cc(-c2ccc(Br)cc2)nc2ccccc12 reads -0.7 | -2.8 | 1.7 | 9.1 | -5.1 | 1.7 | 14.5 | 2.8 | -5.3

This is a random part of the collection; overall some 4.1% were active at least once.
